Source: PubChem (Vanderbilt High Throughput Screening Facility)
Cav32 inh – human Cav3.2 channel inhibition, primary screen; O95180; Cav3.2-expressing cells, Fluo-4 calcium fluorescence FDSS; active compounds read low; B-score at 10 µM; hit rate 4% among 100,000; AID 449739;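 active = single-dose well whose peak fluorescence ratio is a statistical outlier from its plate by either plate-standardised score or position-corrected B-score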
Target sequence (O95180 whole entry, looked up): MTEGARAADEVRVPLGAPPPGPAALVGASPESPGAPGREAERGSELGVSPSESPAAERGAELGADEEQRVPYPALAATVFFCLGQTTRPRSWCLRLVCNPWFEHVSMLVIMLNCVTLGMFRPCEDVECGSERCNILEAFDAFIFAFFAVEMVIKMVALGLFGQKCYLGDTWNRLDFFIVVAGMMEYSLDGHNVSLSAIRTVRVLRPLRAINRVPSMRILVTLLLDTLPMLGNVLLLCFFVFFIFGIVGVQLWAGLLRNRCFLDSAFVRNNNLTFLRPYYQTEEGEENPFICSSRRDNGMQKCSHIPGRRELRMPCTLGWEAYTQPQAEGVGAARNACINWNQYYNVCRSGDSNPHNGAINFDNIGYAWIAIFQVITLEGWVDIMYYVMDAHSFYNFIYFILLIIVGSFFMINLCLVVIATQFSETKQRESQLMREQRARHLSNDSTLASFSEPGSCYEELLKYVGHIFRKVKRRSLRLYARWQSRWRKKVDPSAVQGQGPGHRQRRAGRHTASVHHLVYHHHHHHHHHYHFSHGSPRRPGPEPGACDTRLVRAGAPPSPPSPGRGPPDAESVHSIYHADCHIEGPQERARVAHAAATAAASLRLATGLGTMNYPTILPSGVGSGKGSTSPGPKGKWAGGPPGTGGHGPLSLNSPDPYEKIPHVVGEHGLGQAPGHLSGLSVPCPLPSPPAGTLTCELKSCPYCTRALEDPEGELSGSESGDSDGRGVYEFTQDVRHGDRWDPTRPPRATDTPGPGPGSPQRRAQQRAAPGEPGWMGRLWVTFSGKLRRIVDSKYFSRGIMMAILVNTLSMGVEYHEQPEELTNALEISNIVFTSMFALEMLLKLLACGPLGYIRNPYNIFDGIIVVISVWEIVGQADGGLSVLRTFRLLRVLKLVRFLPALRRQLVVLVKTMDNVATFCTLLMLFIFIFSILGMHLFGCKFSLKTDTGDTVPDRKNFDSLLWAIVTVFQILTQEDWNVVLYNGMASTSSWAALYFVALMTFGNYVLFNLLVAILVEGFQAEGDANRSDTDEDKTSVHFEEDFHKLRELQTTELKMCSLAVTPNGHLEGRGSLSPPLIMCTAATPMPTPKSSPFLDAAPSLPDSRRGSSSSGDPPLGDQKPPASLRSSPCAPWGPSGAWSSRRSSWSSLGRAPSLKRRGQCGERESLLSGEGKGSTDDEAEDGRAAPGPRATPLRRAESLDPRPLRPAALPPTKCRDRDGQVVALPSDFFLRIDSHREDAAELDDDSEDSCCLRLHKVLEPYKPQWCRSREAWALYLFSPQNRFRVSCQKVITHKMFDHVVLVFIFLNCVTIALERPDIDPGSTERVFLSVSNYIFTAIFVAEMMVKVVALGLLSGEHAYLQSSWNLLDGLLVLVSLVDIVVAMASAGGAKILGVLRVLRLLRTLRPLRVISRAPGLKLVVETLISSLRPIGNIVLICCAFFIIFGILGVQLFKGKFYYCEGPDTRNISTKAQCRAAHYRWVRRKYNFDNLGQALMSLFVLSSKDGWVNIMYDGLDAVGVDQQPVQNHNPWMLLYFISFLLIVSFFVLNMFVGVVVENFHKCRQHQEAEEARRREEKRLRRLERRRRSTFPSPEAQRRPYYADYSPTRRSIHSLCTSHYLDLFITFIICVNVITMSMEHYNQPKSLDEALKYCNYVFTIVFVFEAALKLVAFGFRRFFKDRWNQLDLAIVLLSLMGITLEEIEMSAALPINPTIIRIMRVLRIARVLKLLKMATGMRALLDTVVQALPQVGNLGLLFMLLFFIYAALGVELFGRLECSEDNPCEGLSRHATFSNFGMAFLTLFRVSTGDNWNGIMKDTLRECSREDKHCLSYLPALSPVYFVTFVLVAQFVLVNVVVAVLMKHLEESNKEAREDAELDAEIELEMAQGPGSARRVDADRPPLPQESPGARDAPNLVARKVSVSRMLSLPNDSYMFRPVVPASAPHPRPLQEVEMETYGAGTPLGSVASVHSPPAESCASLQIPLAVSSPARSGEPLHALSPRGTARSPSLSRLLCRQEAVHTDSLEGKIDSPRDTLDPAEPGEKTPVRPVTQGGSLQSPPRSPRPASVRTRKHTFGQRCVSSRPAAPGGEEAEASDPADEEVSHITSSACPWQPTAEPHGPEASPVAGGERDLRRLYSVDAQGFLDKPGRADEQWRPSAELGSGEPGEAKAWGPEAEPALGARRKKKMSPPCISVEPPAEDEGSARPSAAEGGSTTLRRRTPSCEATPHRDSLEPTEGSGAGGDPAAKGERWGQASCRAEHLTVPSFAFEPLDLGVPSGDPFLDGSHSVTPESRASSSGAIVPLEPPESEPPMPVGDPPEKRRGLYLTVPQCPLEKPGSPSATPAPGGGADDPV
An asterisk follows results filed as active.

SMILES	Cav32 inh
O=S1(=O)NC[C@]23C[C@H](c4ccc(F)cc4)[C@@H](C[C@@H]21)O3	-0.0033
CCn1c(N)c(C(=O)NCc2ccc3c(c2)OCO3)sc1=S	1.6
C=CCn1c(SCC(=O)Nc2nc3ccccc3s2)nnc1-c1ccccc1O	-5.9*
O=C(Nc1ccc2c(c1)OCO2)c1cnc2n(c1=O)CCS2	0.16
O=C(O)CSCCn1cccn1	0.84
CCOC(=O)c1ccccc1NC(=O)Nc1ccc(OC)c(OC)c1	-0.1
Fc1ccc(Br)cc1/C=N/n1cnnc1	0.054
Nc1nc(SCc2ccccc2Cl)ns1	-1.3
COc1ccc(N=C2C(=O)Nc3ccccc32)cc1	-0.025
Cc1cc(NC(=O)c2cc(-c3ccccc3)on2)no1	0.03
CC(=O)Nc1ccc(S(=O)(=O)NC(C(=O)O)C(C)C)cc1 (stereo unspecified)	0.22
O=C(CNC(=O)c1ccccc1F)NC1CC1	0.2
N#C/C(=C1\C(=O)Nc2c(Cl)cc(Cl)cc21)c1nnc2n1CCCCC2	0.067
Cc1ccc(OCC(=O)Nc2nnn(C)n2)c(C)c1	0.32
COC(=O)C1=C(N)Oc2cc(N(C)C)ccc2C1c1ccccc1OC (stereo unspecified)	-7*
CCN(CC)S(=O)(=O)c1ccc2c(c1)nc(CCC(=O)Nc1ccccc1Cc1ccccc1)n2CC	-4.4*
CC1CCN(C(=O)c2cc3nc(-c4ccccc4)cc(-c4ccccc4)n3n2)CC1	-1.2
CCNC(=O)CSc1nnc(-c2ccccc2)n1-c1ccc(OCC)cc1	0.73
O=c1[nH]cnc2[nH]ncc12	0.014
Cn1c(=O)c2c(nc(N3CCCCC3)n2CCSc2nc3ccccc3s2)n(C)c1=O	-1.7
CCOC(=O)N1CC=C2C(C#N)=C(N)C(C#N)(C#N)[C@H](c3ccsc3)[C@H]2C1	0.31
CSc1nc(-c2ccco2)nn1S(=O)(=O)c1ccc(C)cc1	-0.93
COc1cccc(C2CC(c3cccc(C)c3)n3ncnc3N2)c1 (stereo unspecified)	0.31
O=C(Nc1ccccc1)OCCNC(=O)c1cccc(Cl)c1	-1.4
Cc1ccc(NC(=O)C2CCCN(S(=O)(=O)c3cnc[nH]3)C2)cc1C (stereo unspecified)	0.21
COc1ccc(C2=NOC(C)(c3sc(-c4ccc(Cl)cc4)nc3C)C2)cc1 (stereo unspecified)	0.13
COc1ccc(C(c2sc3nc(C)nn3c2O)N2CCN(CCO)CC2)cc1OC (stereo unspecified)	0.36
COc1ccc(N(C(=O)c2ccco2)S(=O)(=O)c2cc(Cl)c(Cl)cc2Cl)cc1	-4.3
O=S(=O)(Nc1cccnc1)c1cccc(Cl)c1	0.6
COc1ccc(CN2CC(C(=O)NCCCN3CCOCC3)CC2=O)cc1 (stereo unspecified)	-0.63
COc1ccc(C(=O)NC(C)(C)C)cc1S(=O)(=O)N1CCCC1	1.3
C/C(=N\OC(=O)c1cccc(Cl)c1)c1sc(C)nc1C	0.28
COc1ccc(CN2CCc3cc(OC)c(OC)cc3C2)cc1O	0.43
NC(=O)CC(NC(=O)c1ccc(Br)cc1)c1ccc(NCc2ccc(F)cc2)c([N+](=O)[O-])c1 (stereo unspecified)	0.26
CCOC(=O)CNC(=O)C(CO)NC(=O)OCc1ccccc1 (stereo unspecified)	0.74
CCOc1ccc2nc(NC(=O)Cc3cccs3)sc2c1	-0.34
Cc1ccc(N(CC(O)CON=C2c3ccccc3-c3ccccc32)S(C)(=O)=O)cc1 (stereo unspecified)	-2.1
Cc1cccc(NC(=O)COc2nsnc2N2CCOCC2)c1	0.13
CCC(C)NS(=O)(=O)c1ccc(NC(C)=O)cc1 (stereo unspecified)	0.95
CCCCC(=O)C1CCN(Cc2ccccc2)CC1	0.17
O=C(Nc1ccc2c(c1)CCC2)c1cccc(S(=O)(=O)N2CCN(c3ccccc3)CC2)c1	-5.7*
Cn1c(N)c(C(=O)NCc2ccccc2Cl)sc1=S	1.4
CCOC(=O)C1(Cc2ccc(O)cc2)NC(c2ccco2)C2C(=O)N(c3ccccc3F)C(=O)C21 (stereo unspecified)	0.045
CCC(=O)Nc1c(C)c(CC)nc2ccccc12	0.25
COc1cc(C=O)ccc1OCCCOc1ccccc1C(=O)O	0.28
CC(C)NC(=O)CN(C(=O)CCC(=O)Nc1ccccn1)c1ccc(F)c(Cl)c1	-0.73
CCOC(=O)C1CCN(C(=O)CCn2c(=O)[nH]c3ccsc3c2=O)CC1	0.42
Cc1nc(C)c(C(=O)C2=C(O)C(=O)N(CCN3CCOCC3)C2c2ccco2)s1 (stereo unspecified)	-0.19
O=C(Nc1nc(-c2ccccn2)cs1)c1ccc(Br)s1	1.7
N#CC1=C(N)Oc2cc(N)ccc2C1C1CC=CCC1 (stereo unspecified)	-0.98
O=C1C2CCCCN2C(=O)N1CCN1CCN(c2ccc([N+](=O)[O-])cc2)CC1 (stereo unspecified)	1.2
O=C(CN1CCc2ccccc2C1)c1cccs1	0.54
COc1ccc(C2C3=C(Nc4ncnn42)c2ccccc2CC3)cc1OC (stereo unspecified)	0.21
CC(=O)Nc1ccc2nc(-c3ccccn3)[nH]c2c1	0.16
N#Cc1cc2c(nc1SCc1nc3ccccc3[nH]1)CCC2	-0.77
O=C(O)CNC1=NCCCCC1	-2.4
CCN1C(=O)N(S(=O)(=O)c2ccc(C)cc2)[C@@H](c2ccccc2)C(C(=O)OC)=C1C	-0.75
O=C(CCCN1C(=O)c2ccccc2C1=O)Nc1c(C(=O)C2CC2)oc2ccccc12	0.53
COc1ccc(C(c2nnnn2Cc2cccs2)N2CCN(c3ccc(F)cc3)CC2)cc1OC (stereo unspecified)	-2.4
O=C(CCCn1c(=O)c2sccc2n(CC(=O)NCc2ccco2)c1=O)NCc1ccco1	0.21

Of the compounds above, these have bromine:
SMILES	Cav32 inh
Fc1ccc(Br)cc1/C=N/n1cnnc1	0.054
NC(=O)CC(NC(=O)c1ccc(Br)cc1)c1ccc(NCc2ccc(F)cc2)c([N+](=O)[O-])c1 (stereo unspecified)	0.26
O=C(Nc1nc(-c2ccccn2)cs1)c1ccc(Br)s1	1.7

Sorted by heavy-atom count (lowest first): part of the list above.
SMILES	Cav32 inh
O=C(O)CSCCn1cccn1	0.84
CSc1nc(-c2ccco2)nn1S(=O)(=O)c1ccc(C)cc1	-0.93
O=C(CCCn1c(=O)c2sccc2n(CC(=O)NCc2ccco2)c1=O)NCc1ccco1	0.21

Remaining list, next part.
SMILES	Cav32 inh
CC1CCCCC12NC(=O)N(CC(=O)NCCc1ccccn1)C2=O (stereo unspecified)	0.18
NC1=NS(=O)(=O)NC1c1cccc(Cl)c1 (stereo unspecified)	0.052
Cc1ccc2c(c1)nnn2C1CCN(C(=O)C2CCCCC2)CC1	-0.029
O=C(Nc1ccc2nn(-c3ccccc3)nc2c1)c1ccc2c(c1)OCCO2	-0.2
Nc1cc(=O)[nH]c(SCC(=O)Nc2ccc(Cl)c(Cl)c2)n1	0.47
O=C1COc2ccc(OCc3ccc(F)cc3)cc21	0.11
CC(C)(CNC(=O)c1cccs1)CNC(=O)c1cccs1	-0.44
CC12COC3(C(=O)Nc4cccnc4)CC1CCC32C (stereo unspecified)	0.3
CC(C)C(=O)N(Cc1cc2ccccc2[nH]c1=O)C(C)C	0.021
CC[C@@H](C)CN1C(=O)N[C@@H](CCc2ccccc2)C(C(C)=O)=C1C	-0.28
COC(C/C=C/[C@H](O)[C@@H](C)OCc1ccccc1)OC	1.2
CC1CN(S(=O)(=O)c2ccc(C(=O)Nc3nnc(-c4ccc5c(c4)CCCC5)o3)cc2)CC(C)O1 (stereo unspecified)	-8.4*
Cc1cc(O)c(C(C)C)cc1NC1=NS(=O)(=O)c2ccccc21	0.36
CCNC(=O)CCC(=O)Nc1cc(Cl)ccc1C	0.31
Cc1ccc(CNC(=O)C23CN(Cc4ccccc4)CC2C(c2cccc([N+](=O)[O-])c2)=NO3)cc1 (stereo unspecified)	-2.6
CSc1nsc(SCc2ccc(F)cc2)n1	0.33
C=CCNC(=O)c1onc(CSc2ccc(C(C)C)cc2)c1C(=O)O	-0.85
CCN1CNC(=S)N(c2cc(C)ccc2C)C1	-0.54
NC(=O)C1CCN(C(=O)N2c3ccccc3Sc3ccccc32)CC1	-2.2
CCc1ccccc1NC(=O)C1CC(c2ccc(F)cc2)=NO1 (stereo unspecified)	0.16
CCC(C)(C)n1nnnc1CN1CCc2ccccc21	0.79
COc1ccccc1/C=C/C(=O)NC(=S)Nc1ccc(S(=O)(=O)N(C)c2ccccc2)cc1	-1.6
CCc1ccc(C2=NN(S(C)(=O)=O)C(c3cccs3)C2)cc1 (stereo unspecified)	-2
Nc1nc(CN2CCOCC2)cs1	0.084
Cc1cc2nc3c(nc2cc1C)C1(C(=O)O)CCC3(C)C1(C)C (stereo unspecified)	-0.13
COc1ccc(NC(=O)c2nc[nH]c2C(=O)N2CCN(C(=O)OC(C)(C)C)CC2)cc1	0.64
O=C(NC1CCCC1)C(c1ccccc1)N(C(=O)c1ccno1)c1cccnc1 (stereo unspecified)	-0.61
CCCCCSc1nncc(=O)[nH]1	-0.072
CCc1c(C)c(C#N)c2nc3ccccc3n2c1N(C)C	1.1
Cn1c(=O)c2c(-c3ccc(C(C)(C)C)cc3)n(CC3CCCO3)cc2n(C)c1=O (stereo unspecified)	-0.61
Cc1ccccc1OCC(O)Cn1nnc2ccccc21 (stereo unspecified)	0.82
CCC(C(=O)NCc1ccco1)N(C(=O)CNS(=O)(=O)c1ccc(C)cc1)c1ccccc1OC (stereo unspecified)	-3.5*
COC(=O)N(C)CCCC1(C)C(=O)N(C)c2ccc(O)cc21 (stereo unspecified)	0.48
CC(=O)N1CCc2cc(S(=O)(=O)NCCC(=O)Nc3cc(C)cc(C)c3)ccc21	1.1
O=C(N1CCOCC1)C(F)(F)C(F)(F)C(F)(F)C(F)(F)C(=O)N1CCOCC1	-0.47
COCCCn1c(SCC(=O)N2CCCCC2C)nnc1-c1ccco1 (stereo unspecified)	1.4
Cc1cccc(C)c1OCc1nnc(SCC(=O)Nc2ccccc2F)o1	-1.6
c1ccc2c(c1)OCC(c1nnc3sc(-c4cnccn4)nn13)O2 (stereo unspecified)	0.83
CC1Oc2ccccc2N(CC(=O)N(Cc2ccccc2)Cc2ccccn2)C1=O (stereo unspecified)	-1.4
Cc1ccc(S/C(=N\S(=O)(=O)c2ccc(Cl)cc2)c2ccccc2)cc1	-1

Reprinted from the part before: 7 compounds, then new ones.
SMILES	Cav32 inh
CC(=O)N1CCc2cc(S(=O)(=O)NCCC(=O)Nc3cc(C)cc(C)c3)ccc21	1.1
O=C(N1CCOCC1)C(F)(F)C(F)(F)C(F)(F)C(F)(F)C(=O)N1CCOCC1	-0.47
COCCCn1c(SCC(=O)N2CCCCC2C)nnc1-c1ccco1 (stereo unspecified)	1.4
Cc1cccc(C)c1OCc1nnc(SCC(=O)Nc2ccccc2F)o1	-1.6
c1ccc2c(c1)OCC(c1nnc3sc(-c4cnccn4)nn13)O2 (stereo unspecified)	0.83
CC1Oc2ccccc2N(CC(=O)N(Cc2ccccc2)Cc2ccccn2)C1=O (stereo unspecified)	-1.4
Cc1ccc(S/C(=N\S(=O)(=O)c2ccc(Cl)cc2)c2ccccc2)cc1	-1
CSc1nc2ccc(S(=O)(=O)N(C)C)cc2s1	0.25
O=C(Nc1cc(F)ccc1F)C1CCCO1 (stereo unspecified)	-2.3
O=C(O)CC1Oc2ccc(Cl)cc2NC1=O (stereo unspecified)	0.82
Cc1cccc(-c2nnc(-c3cccc(NC(=O)Cc4cccs4)c3)o2)c1	-3.2
CCOc1ccccc1C(=O)Nc1nnc(COC)s1	0.57
CCOC(=O)N1CCN(C(=O)C(C)n2nc(C)n3c(cc4sccc43)c2=O)CC1 (stereo unspecified)	0.069
CCOc1cc(C(=O)NCCOC)ccc1OC	0.75
CCOC(=O)C(NC(C)=O)(Nc1ccc(F)cc1)C(F)(F)F (stereo unspecified)	0.051
Cc1cccc(C)c1NC(=O)C(c1ccc([N+](=O)[O-])cc1)N1CCCCC1 (stereo unspecified)	-5.6*
N#CC1=C(N)C(C#N)(C#N)[C@H](c2c(F)cccc2F)[C@H]2CC3(CC=C12)OCCO3	-0.36
CC1=C(C(=O)Nc2cccnc2)C(c2ccc(C(C)C)cc2)n2ncnc2N1 (stereo unspecified)	0.015
Cc1nc(N2CCN(c3ccccc3)CC2)nc2c1C(=O)CC(C)C2 (stereo unspecified)	-2.1
CCCCC(=O)Nc1ccc(C(=O)NCC(=O)OC)cc1	0.76
O=C(NC1CC1)C1=C[C@@H](c2csc3ccccc23)C[C@@H](OCCCCO)O1	0.28
CC(=O)Nc1ccc(NC(=O)CN(c2ccccc2Cl)S(C)(=O)=O)cc1	-0.23
COc1ccc2nc(NC(=S)N(C)C)sc2c1	-0.16
CC(=O)OC1c2ccccc2C(=O)N1c1ccccc1C (stereo unspecified)	0.71
Cc1nc2ccc(S(=O)(=O)N(C)CC(=O)NCc3ccc4c(c3)OCO4)cc2s1	0.16
CCCCn1c(-c2ccccc2)nnc1-c1ccccc1	-0.72
C/C(N)=C(/C#N)C(=O)COC(=O)CCC1CCCC1	0.19
CCOC(=O)Cc1csc(NC(=O)CSc2ncnc3c2cnn3-c2ccccc2Cl)n1	-6.2*
Cc1nn(Cc2ccc(F)cc2)c(C)c1NC(=O)c1nn(C)cc1Cl	0.35
COC(=O)CN1C(=O)C(O)(CC(=O)c2ccccc2)c2ccccc21 (stereo unspecified)	-1.2
Nc1ccc(OCc2ccccc2)cc1	1.5
CCOC(=O)c1c(C)[nH]c(C(=O)COC(=O)CCC(=O)c2ccc3c(c2)OCCO3)c1C	0.41
CCN(CC)CCOc1c(Br)ccc2c1sc1nc3n(c(=O)c12)CCC3	1.2
O=C(NC1CCCCC1)N1CCN(c2ccccc2)CC1	0.65
CCO[C@H]1OC(C(=O)N2CCCCCCC2)=C[C@@H](C2CCCCC2)[C@@H]1CCCO	-0.85
COc1ccc(CC(=O)Nc2nc3ccc(F)cc3s2)cc1S(=O)(=O)N1CCOCC1	-2.1
CSc1nc(O)c(Cc2ccccc2)c(=O)[nH]1	0.033

A portion of the library; the hit share may differ from the screen's.
